# Compound activity (PubChem BioAssay)
# ERG Ets-DNA blk = inhibitors of human ERG Ets domain-DNA interaction. fluorescence polarization, His-ERG Ets domain / labelled DNA. Potency, µM (top dose mostly 76.9 µM), inactives show at the top dose FP activity, negative = inhibition, hits mostly inhibitors. AID 624246. hit rate 0.028% among 370,000; active = well fitted inhibition curve with a large enough effect in the polarisation, with a control signal flat; inconclusive = small, poorly fitted or top-dose-only effect, or effect the other way, or a change in a side signal; inactive = no such curve, though single readings can be large or run the other way; the % refers to the polarisation;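 also: polarization taken with two DNA probes labelled with fluorescein and Texas red; potency is read from the fitted curve at half-maximal effect; % of control where 0% means no effect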
#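 His-tagged ERG Ets domain (1 uM in the protein solution; 300mM KCl, 50mM Tris-HCl, 1mM EDTA, 1mM DTT, pH 7.5) received compound, then a probe mix of 5 nM fluorescein-DNA and 100nM Texas-615-DNA. Fluorescence polarization was read for both dyes.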
# Vif-APOBEC3F blk = inhibitors of Vif-A3F interaction | HeLa A3F-eYFP + Vif (tagged APOBEC3F with the HIV-1 protein that degrades it), YFP fluorescence increase | Potency, µM (doses to about 46.1 µM), inactives show top-dose activity, negative = active | hit rate 0.2% among 390,000; also: potency is read from the fitted curve at half-maximal effect; % of control where 0% means no effect; nearly all actives have a fitted effect of over 65% in size
#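 HeLa cells stably expressing Vif plus C-terminally eYFP-tagged A3F were seeded, incubated overnight at 37 deg C, dosed with compound, incubated overnight again at 37 deg C. Yellow fluorescence (Ex 488/Em 500-530) reported blocked Vif-mediated A3F-eYFP degradation.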
# RGS4 inhibitor = blocks human RGS4-accelerated GTP hydrolysis; Transcreener GDP fluorescence polarization, RGS4-accelerated GTP hydrolysis; P49798; hit rate 0.039% among 390,000; Potency, µM (highest dose often 114 µM), for inactives: at the top dose activity change, negative = inhibition, actives largely listed as inhibitors; also: potency is read from the fitted curve at half-maximal effect; % is scaled to controls: 0 for no effect and ±100 for the full control effect; nearly all actives have a fitted effect of over 75% in size; some results filed as inactive show a strong effect at the top dose
# Target sequence (P49798 whole entry, looked up): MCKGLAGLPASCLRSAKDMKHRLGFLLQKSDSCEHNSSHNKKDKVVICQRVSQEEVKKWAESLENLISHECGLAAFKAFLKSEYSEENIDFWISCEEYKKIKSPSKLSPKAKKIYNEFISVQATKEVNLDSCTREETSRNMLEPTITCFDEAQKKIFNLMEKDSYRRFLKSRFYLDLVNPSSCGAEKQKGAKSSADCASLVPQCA
#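 MLSMR compounds (23 nl, pin-transferred) preincubated 10 min at room temperature with a 500nM (2x) first reagent, then RGS4 at 900nM (2x) plus Transcreener GDP mix added; fluorescence polarization (620/688 nm) read before and after 90 min at 30 °C.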
# D2 antag = D2 dopamine receptor (human) antagonism. AID 485344. inhibition, % at 10 µM. P14416. HEK293 TREx D2 cells, calcium flux, dopamine EC80. hit rate 2% among 340,000; in the data active = inhibition above about 30%; also: 0% is about no effect
# Target sequence (P14416 whole entry, looked up): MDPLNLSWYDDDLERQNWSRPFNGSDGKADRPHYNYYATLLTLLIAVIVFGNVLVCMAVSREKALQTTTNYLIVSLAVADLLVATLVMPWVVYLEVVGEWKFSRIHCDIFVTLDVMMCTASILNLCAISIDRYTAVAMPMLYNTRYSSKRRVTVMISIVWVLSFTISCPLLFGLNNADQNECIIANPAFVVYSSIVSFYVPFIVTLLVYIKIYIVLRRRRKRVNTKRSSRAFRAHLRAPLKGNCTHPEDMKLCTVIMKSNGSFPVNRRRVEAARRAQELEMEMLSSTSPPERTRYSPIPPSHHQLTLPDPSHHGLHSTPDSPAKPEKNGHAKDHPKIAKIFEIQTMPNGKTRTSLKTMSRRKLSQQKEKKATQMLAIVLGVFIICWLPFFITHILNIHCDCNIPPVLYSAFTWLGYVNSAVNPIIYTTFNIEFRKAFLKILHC
#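 Tetracycline-induced HEK293 T-REx cells expressing D2 force-coupled to calcium signalling were dye-loaded, exposed to compound for 180 s, then challenged with an EC80 of dopamine; calcium flux was followed kinetically for a further 180 s.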
# ALOX12 inh = inhibitors of human 12S-lipoxygenase ALOX12 | AID 1671190 | hit rate 1.1% among 580,000 | Potency, µM (doses to about 108 µM), for inactives: at the top dose activity change, negative = inhibition, most hits filed as inhibitors | purified 12hLO, xylenol orange hydroperoxide absorbance; also: potency is read from the fitted curve at half-maximal effect; % is scaled to controls: 0 for no effect and ±100 for the full control effect
#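 Hydroperoxide product was detected by ferrous iron/xylenol orange as the 573 to 405 nm absorbance ratio. Arachidonic acid at 40 uM (final) was turned over for 30 min at room temperature by 150 nM human 12hLO, pH 7.0 Hepes buffer, after 15 min compound preincubation.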
# D2 ag = activates the human D2 dopamine receptor; P14416; HEK293 T-REx D2 cells, calcium flux agonist mode; activation, % at 2 µM; hit rate 0.53% among 340,000;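 active = activation over 3 SD above normal in the single-dose calcium agonist read, cut at about 30% in these data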; also: 0% is about no effect
#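 Calcium-flux readout, 1 cycle/sec over 180 s following compound pin transfer, in inducible HEK293 Trex D2 cells (force-coupled); dopamine controls included. Positive calcium responses during this window marked compounds as potential agonists.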
# LDHA block = inhibitors of human lactate dehydrogenase A | purified LDHA, NADH/diaphorase-resazurin fluorescence; stronger effect = lower value | activity change, % (values are at about 110 or 230 µM) | hit rate 0.15% among 480,000 | AID 1347041; in the data active = activity change below about -30%; inconclusive = mostly about -25% to -30%;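 also: plate controls were DMSO wells for no effect and wells without enzyme for full effect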
#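 Human LDH5 (2 nM) was incubated with 0.06 mM NADH and 0.2 mM pyruvate for 5 min at room temperature in Tris pH 7.4. Remaining NADH was coupled through diaphorase/resazurin, and resorufin fluorescence was read at 0 and 20 min.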
# Glioma ERSR ind = inducers of ER stress response in human glioma cells; Potency, µM, without a hit: at the highest dose activation, actives largely listed as activators; hit rate 0.02% among 420,000; U87-MG GRP78 promoter luciferase reporter, 16 h; AID 602332; also: potency is read from the fitted curve at half-maximal effect; series mostly up to about 76 µM; % of control where 0% means no effect; nearly all actives have a fitted effect of over 35% in size
#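 Stably transfected U87-MG glioma cells carrying a GRP78-based luciferase sensor; 16 h compound incubation. Luminescence end-point read 10 min after Bright-Glo addition at room temperature.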
# Vif-A3G inh = blocks the Vif interaction with human APOBEC3G; Q9HC16; HeLa A3G-eYFP + Vif (tagged APOBEC3G with the HIV-1 protein that degrades it), YFP fluorescence, overnight; Potency, µM (doses to about 46.1 µM), inactives show at the highest dose activity, negative = active, most hits filed as inhibitors; hit rate 0.076% among 410,000;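 also: potency is read from the fitted curve at half-maximal effect; % is scaled to controls: 0 for no effect and ±100 for the full control effect; nearly all actives have a fitted effect of over 60% in size; hits raise eYFP signal because A3G escapes Vif-driven loss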
# Target sequence (Q9HC16 whole entry, looked up): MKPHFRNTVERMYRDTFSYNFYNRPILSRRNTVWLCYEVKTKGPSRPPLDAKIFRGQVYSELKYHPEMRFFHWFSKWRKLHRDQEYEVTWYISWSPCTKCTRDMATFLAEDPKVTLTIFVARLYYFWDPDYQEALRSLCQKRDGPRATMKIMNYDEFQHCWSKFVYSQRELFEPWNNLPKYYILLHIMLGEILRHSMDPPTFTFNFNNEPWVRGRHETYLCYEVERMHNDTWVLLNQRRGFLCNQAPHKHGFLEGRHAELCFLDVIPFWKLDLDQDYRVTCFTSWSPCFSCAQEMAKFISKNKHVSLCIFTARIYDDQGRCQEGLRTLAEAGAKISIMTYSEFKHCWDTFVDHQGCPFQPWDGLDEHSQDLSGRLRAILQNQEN
#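 Read-out is eYFP fluorescence (Ex 488/Em 500-530) from Vif-expressing HeLa A3G-eYFP cells; more signal means A3G escaped Vif-mediated degradation. Cells plated overnight, compound pinned in, incubated overnight at 37 deg C.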
# * = called active by the depositor; ? = inconclusive; . = no result given; & = joins results of further samples; [ ] = remark or other dose. Unless noted, calls follow the shape of the dose curve; as a rule, active = well fitted curve in the direction sought with a large enough effect; inconclusive = small, poorly fitted or top-dose-only effect, or another doubt; inactive = no such curve, though single readings can be large; an effect the other way counts as inactive or inconclusive. A portion of the library, so the mix of outcomes need not match the whole.
SMILES,ERG Ets-DNA blk,Vif-APOBEC3F blk,RGS4 inhibitor,D2 antag,ALOX12 inh,D2 ag,LDHA block,Glioma ERSR ind,Vif-A3G inh
Cc1cccc(C)c1OCC(=O)Nc1cccc(S(=O)(=O)N2CCCC2)c1,-2%,3%,-3%,14,1%,0.7,2,-4%,4%
CC(C)C[C@H]1CN=C(Nc2ccccc2)N1CC1CCC(C)CC1 (some centres undefined),1%,5%,4%,2,.,-0.4,-4,-5%,3%
O=C(O)C1C2C=CC(C2)C1C(=O)NC(c1ccccc1)c1ccccc1 (centres undefined),-2%,-2%,-26%,12,-7%,0.8,0,0%,-6%
C[C@H](CO)N1C[C@H](C)[C@@H](CN(C)CC2CCCCC2)Oc2c(NS(=O)(=O)c3cn(C)cn3)cccc2C1=O,-5%,0%,23%,.,?,.,0,-6%,2%
CCn1nc(C(=O)Nc2ccc(S(=O)(=O)Nc3nccs3)cc2)c2ccccc2c1=O,6%,3%,27%,-13,?,0.8,2,-4%,-10%
Cc1cc2nc(-c3ccc(SCC(=O)N4CCc5ccccc54)nc3)[nH]c2cc1C,.,-5%,-25%,-5,-25%,0.5,3,6%,-7%
COc1ccc(-c2cccc(C(=O)Nc3cccc(C(=O)O)c3)c2)cc1,-6%,-2%,-22%,-4,1%,0.2,-6,-6%,0%
Cc1cccc(N/C(N)=N/c2nc(CSc3ccc(Cl)cc3)cc(=O)[nH]2)c1,2%,12%,18%,-19,-3%,2.2,-7,-3%,-1%
CC(=O)c1c(C)[nH]c(C(=O)Nc2nc(C)cs2)c1C,-12%,7%,-29%,33*,-6%,2.2,-3,-17%,-12%
C=C[C@H]1[C@H](OC2OC(CO)C(O)C(O)C2O)OC=C(C(=O)OC)[C@H]1C[C@H]1CC(=O)C[C@H](CC(=O)CCc2ccc(O)cc2)O1 (some centres undefined),9%,-8%,-8%,.,.,.,2,-1%,1%
COc1ccc(NC(=O)CSCC(=O)N2CCN(c3cccc(C(F)(F)F)c3)CC2)cc1,.,-1%,-20%,-12,120%[activator],-4.1,2,-3%,1%
C/C(CC(=O)Nc1ccc(Cl)c(Cl)c1)=N\NC(=O)C(=O)N1CCCCC1,3%,-10%,0%,12,-5%,-0.2,-2,3%,-1%
CCOc1ccc(C(=O)N2CCN(Cc3cc(=O)n4nc(-c5ccccc5Cl)sc4n3)CC2)cc1,-1%,-12%,6%,.,-17%,0.5,-2,2%,1%
CCOC(=O)c1ccc(CNC(=O)c2n[nH]c(=O)c3ccccc23)o1,.,-1%,-5%,-4,7%,0.1,-3,-2%,-4%
Cc1ccccc1CC1(CO)CCCN(C(=O)Cc2c(F)ccc(F)c2F)C1 (centres undefined),5%,-5%,-3%,-2,75%[activator],0.5,2,-3%,4%
Oc1ccc(/C=N/NC(=S)Nc2cccnc2)c(O)c1,2%,0%,-36%,14,?,-1.0,2,-1%,-20%
Cc1ccc(SCCN)cc1C,-13%,-3%,14%,-11,-12%,0.6,-4,-2%,-4%
Cn1c(SCc2ccccc2Cl)nc(C(F)(F)F)cc1=O,0%,-2%,14%,12,3%,1.8,3,-3%,-1%
O/N=C/c1ccc(OCc2ccccc2F)c(Cl)c1,-5%,-16%,19%,-7,?,0.1,-6,2%,-12%
COc1ccc(CCn2c(-c3ccco3)nc3nc4ccccc4nc32)cc1,-17%,?,-33%,1,-12%,-2.4,-2,-1%,-16%
O=C(CN1CCOCC1)NCCc1ccccc1,-5%,11%,-16%,-1,-75%,1.4,1,1%,0%
CCN(CC)CCCN1C=C2C(=O)C(C)(OC(=O)CCC(=O)OC)C(=O)C=C2C=C1C1CC1 (centres undefined),-9%,-8%,5%,.,-14%,.,9,-2%,-3%
COc1ccccc1Nc1cc(C(=O)NC2CCCC2)c2ccccc2n1,-4%&-1%,-1%&-6%,36%&-1%,1,4%&-25%,-0.2&0.3,-7&0,-2%&-3%,0%&1%
O=C(O)C(Cc1ccccc1N(CCO)CCO)N1C(=O)c2ccccc2C1=O (centres undefined),-3%,-1%,-3%,.,-25%,.,-7,-2%,0%
Cc1ccc(NC(=O)CN(CCc2ccccc2)S(=O)(=O)c2ccccc2)c(C)c1,6%,0%,3%,.,-24%,-0.7,-4,-2%,-3%
COc1ccc(NC(=O)CC2COc3ccccc3O2)c(OC)c1 (centres undefined),-3%,1%,-3%,-9,0%,0.4,-4,0%,-2%
CS(=O)(=O)N1N=C(c2ccco2)CC1c1ccc(Cl)cc1Cl (centres undefined),7%,4%,0%,2,?,1.0,-5,-3%,-2%
CC(=O)c1ccc(NC(=O)C2CCCN(S(=O)(=O)c3ccc(-n4cnnn4)cc3)C2)cc1 (centres undefined),-4%,-1%,-11%,1,-3%,5.0,-7,0%,1%
Cc1nc2ccccc2c(=O)n1NC(=O)c1cncc(Br)c1,-10%,0%,-9%,-18,3%,2.3,-6,-5%,1%
COc1ccccc1-c1cn[nH]c1-c1ccc(OCC(=O)NN)cc1O,-7%,0%,21%,6,464%[activator],0.7,0,-4%,1%
CC(NC(=O)c1ccccc1NS(=O)(=O)c1ccc(CCC(=O)O)cc1)c1ccccc1 (centres undefined),15%,-8%,1%,6,-8%,-1.0,-5,-6%,2%
CC(C)(C)C1CCc2c(sc(NC(=O)c3ccco3)c2C(=O)Nc2ccccc2Cl)C1 (centres undefined),12%,-5%,4%,.,-11%,3.2,-5,-1%,-3%
CCCCC(=O)Nc1ccc(NC(=S)NC(=O)c2ccco2)cc1OC,-2%,-2%,-28%,5,68%[activator],0.0,-4,9%,2%
Cc1ccccc1NC(=S)N=Nc1c(O)n(C)c2ccc(S(=O)(=O)N3CCOCC3)cc12,-3%,-13%,-28%,5,7%,1.2,0,-3%,2%
C=CCc1cc(Cl)ccc1OC(=O)Nc1cccc(Cl)c1,-1%,0%,10%[11.4 µM],-8,-12%,0.2,-3,1%,-7%
CC(C)(C)c1ccc(-n2ncc3c2CCCC3NC(=O)C2(C(N)=O)CC2)cc1 (centres undefined),0%,7%,-28%[56.9 µM],-3,0%,0.4,1,2%,-1%
O=C(Nc1ccccc1N1CCOCC1)c1cccc(Oc2ccccc2)c1,16%,-8%,-5%,22,-1%,0.6,-2,-2%,-4%
C/C=C/c1ccc(OCC(=O)NNC(=O)CN(C)S(=O)(=O)c2ccc(C)cc2)c(OC)c1,-6%,-5%,-7%,.,20%,.,-7,-4%,1%
FC(F)(F)c1cc(-c2ccccc2)nc2cc(-c3ccc(Br)cc3)nn12,4%,6%,-10%,.,-24%,-0.4,-6,0%,-3%
CCN(C(=O)c1cc(S(=O)(=O)N2CCCC2)cn1C)c1ccc(OC)cc1,-2%,-1%,-8%,.,-19%,0.1,-10,1%,-3%

# Filtered by structure, the entries above with an NH in an aromatic ring
SMILES,ERG Ets-DNA blk,Vif-APOBEC3F blk,RGS4 inhibitor,D2 antag,ALOX12 inh,D2 ag,LDHA block,Glioma ERSR ind,Vif-A3G inh
Cc1cc2nc(-c3ccc(SCC(=O)N4CCc5ccccc54)nc3)[nH]c2cc1C,.,-5%,-25%,-5,-25%,0.5,3,6%,-7%
Cc1cccc(N/C(N)=N/c2nc(CSc3ccc(Cl)cc3)cc(=O)[nH]2)c1,2%,12%,18%,-19,-3%,2.2,-7,-3%,-1%
CC(=O)c1c(C)[nH]c(C(=O)Nc2nc(C)cs2)c1C,-12%,7%,-29%,33*,-6%,2.2,-3,-17%,-12%
CCOC(=O)c1ccc(CNC(=O)c2n[nH]c(=O)c3ccccc23)o1,.,-1%,-5%,-4,7%,0.1,-3,-2%,-4%
COc1ccccc1-c1cn[nH]c1-c1ccc(OCC(=O)NN)cc1O,-7%,0%,21%,6,464%[activator],0.7,0,-4%,1%

# D2 antag, entries above that show a hit.
Structure	ERG Ets-DNA blk	RGS4 inhibitor	D2 antag	ALOX12 inh	LDHA block	Glioma ERSR ind	Vif-A3G inh
CC(=O)c1c(C)[nH]c(C(=O)Nc2nc(C)cs2)c1C	-12%	-29%	33*	-6%	-3	-17%	-12%

# Other records.
SMILES,ERG Ets-DNA blk,Vif-APOBEC3F blk,RGS4 inhibitor,D2 antag,ALOX12 inh,D2 ag,LDHA block,Glioma ERSR ind,Vif-A3G inh
CCC(=O)Oc1cccc(C(=O)Nc2cccc(NC(=O)c3ccco3)c2)c1,3%,-1%,0%,8,-24%,-0.8,4,5%,2%
CC1(C(=O)NS(=O)(=O)c2cccc(C#N)c2)CCN1C(=O)C1CCCCC1 (centres undefined),.,.,.,.,-7%,.,-3,1%,2%
COCCSc1ccccc1C(=O)N1CCOCC1,0%,-1%,-9%,2,24%,-0.1,-7,-5%,0%
Cc1ccc(-c2c[n+](CC(=O)Nc3nc(-c4ccccc4)cs3)c3n2CCC3)cc1,13%,5%,-7%,-23,?,-0.5,-2,-5%,-1%
CCN(C[C@H]1N[C@@](Cc2ccccc2)(C(=O)OC)[C@H]2C(=O)N(C)C(=O)[C@@H]12)S(=O)(=O)c1ccc(-c2ccccc2)cc1,-4%,3%,-1%,.,-8%,.,1,-3%,-6%
Cc1cccc(Sc2ccc([N+](=O)[O-])cn2)c1,-4%,-1%,-4%,-2,0%,-0.6,-4,1%,-7%
